Screens: PubChem BioAssay, National Center for Advancing Translational Sciences (NCATS)
ELG1 DNA repair – ELG1-dependent DNA repair inhibition; Potency, µM (top dose mostly 46.1 µM), without a hit: at the highest dose activity change, negative = inhibition, actives largely listed as inhibitors; 330,000 compounds, 2.3% hits; HEK293T ELG1-luciferase reporter, luminescence, 16 h; DNA damage induced by 5-fluorouridine; further: potency means the concentration at half of the fitted maximal effect; on the % scale 0 is the no-effect control and ±100 the full control effect; nearly all actives have a fitted effect of over 55% in size
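Luminescence from the luciferase reporter, measured 30 min after ONE-Glo reagent at room temperature, was the read-out. Beforehand, 2,000 cells per well were exposed for 16 hr at 37 °C to 5-fluorouridine together with compound or vehicle.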
TSG101-PTAP inh – blocks PTAP/TSG101 interaction to inhibit HIV-1 budding; Q99816; Fluorescence polarization, FITC-PTAP peptide / Tsg101 binding; Potency, µM (series often up to 115 µM), for inactives: top-dose activity change, negative = inhibition, most hits filed as inhibitors; 340,000 tested, under 10 active; AID 493005; active means well fitted inhibition curve with a large enough effect in the main read-out, with a control signal flat, not every such curve was filed as active; inconclusive means small, poorly fitted or top-dose-only effect, or effect the other way, or a change in a side signal; inactive means no such curve, though single readings can be large or run the other way; further: potency means the concentration at half of the fitted maximal effect; % of control where 0% means no effect
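Compounds were pin-transferred onto Tsg101 binding domain (10 uM final) in HEPES pH 7.5 buffer, then FITC-PTAP peptide was added at 50 nM final. After 20 min at RT, polarization reported peptide displacement across a qHTS concentration series.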
TRPV1 agonist – agonists of human vanilloid receptor 1 (TRPV1); 320,000 compounds, 0.19% hits; Q8NER1; activation, % at 8.33 µM; TRPV1-expressing cells, Fluo-8 calcium influx, agonist mode; in the data active means activation above about 80%; inconclusive means between about 30% and that limit; further: 0% is about no effect
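TRPV1-expressing cells were cultured overnight at 35.5C and loaded with Fluo-8 calcium dye for 40 to 90 min at room temperature. After a 10 s baseline, compound was added and calcium influx was read kinetically for 3 min (ex 480/em 520 nm).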
Integrin act MD – activators of alpha7 integrin expression for muscular dystrophy. alpha7betagal myoblasts, beta-gal FDG fluorescence, 48 h. Potency, µM (doses to about 38.3 µM), without a hit: at the highest dose activation, actives largely listed as activators. 350,000 compounds, 0.064% hits. AID 624291;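 further: potency means the concentration at half of the fitted maximal effect; 100% = response of the positive control SU9516; nearly all actives have a fitted effect of over 60% in size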
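alpha7betagal+/- myoblasts (passage 13, 250/well) treated 48 h at 37C with compounds at 1:260 dilution of DMSO stock. Lysed, then beta-galactosidase activity read as FDG fluorescence (ex 480/em 540) after 30 min, with pre-read for autofluorescence.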
TCR activator – T cell receptor activation | AID 504894 | primary human leukocytes, anti-CD3, IL-2 HTRF, 48 h | 330,000 tested, under 10 active | Potency, µM (series often up to 9.22 µM), for the others: at the top dose activation of IL-2 secretion, usual class: activators; further: % of control where 0% means no effect
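Compounds are tested in HTS on primary human leukocytes co-incubated with a-CD3 beads for 48 hr. IL-2 output is measured by time-resolved FRET.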
MLL CXXC-DNA inh – MLL CXXC-DNA interaction inhibition; Q03164; MLL-CXXC / FITC-HOXA9 DNA fluorescence polarization; Potency, µM (doses to about 115 µM), for inactives: at the highest dose activity change, negative = inhibition, usual class: inhibitors; 290,000 compounds, 0.037% hits; active means well fitted inhibition curve with a large enough effect in the polarisation, with a control signal flat, not every such curve was filed as active; inconclusive means small, poorly fitted or top-dose-only effect, or effect the other way, or a change in a side signal; inactive means no such curve, though single readings can be large or run the other way; the % refers to the polarisation; further: potency means the concentration at half of the fitted maximal effect
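Steps: dispense CXXC domain solution (7 uM) → pin compounds or unlabeled HOX-A9 DNA control → 5 min ambient → add FLSN-HOX-A9 solution (50 nM) → spin → 30 min ambient → fluorescence polarization. Tris pH 7.5/NaCl/DTT/BSA buffer.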
B2AR arrestin – recruits beta-arrestin to the human beta2-adrenergic receptor; P07550; beta-arrestin recruitment to beta2AR, cell-based reporter; Potency, µM (doses to about 46.1 µM), for the others: at the highest dose activation, hits mostly activators; 330,000 compounds, 0.02% hits; AID 492947;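 further: potency means the concentration at half of the fitted maximal effect; 0% = DMSO controls and full agonism = EC100 isoproterenol or metaproterenol; nearly all actives have a fitted effect of over 65% in size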
AT treatment – potential ataxia-telangiectasia treatment | 320,000 compounds, 0.19% hits | AID 485349 | […] A-T fibroblasts, KAP-1 phosphorylation AlphaLISA; neocarzinostatin DNA damage 30 min before lysis | Potency, µM (doses to about 57.5 µM), inactives show at the highest dose activation, hits mostly activators; further: potency means the concentration at half of the fitted maximal effect; % of control where 0% means no effect; nearly all actives have a fitted effect of over 45% in size
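hTERT-immortalized A-T patient fibroblasts ([…]), 500 cells/well in OPTI-MEM, 1% FBS, got compounds for 60 min, then NCS for 30 min at 37C. Lysates were then assayed for phospho-KAP-1 by AlphaLISA (anti-pKAP1 donor, anti-KAP1 acceptor beads), 6 hr at 25C.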
BRCA1 expr up – increases BRCA1 expression; Potency, µM (doses to about 46.1 µM), for inactives: at the highest dose activation, usual class: activators; AID 624202; 380,000 compounds, 1.1% hits; MCF7-BRCA1-FFLuc reporter, luminescence, 48 h; response scale: scaled: vehicle 0%, 10 µM genistein 100%; further: potency means the concentration at half of the fitted maximal effect; nearly all actives have a fitted effect of over 80% in size; some results filed as inactive show a strong effect at the top dose
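Using MCF7 cells harboring a BRCA1 firefly luciferase reporter, plated 2 h before compound pinning, the screen measured luminescence after 48 h incubation. Responses were normalized to DMSO and 10 microM genistein, then fitted for concentration-effect.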
p53 reactivation – mutant p53 re-activation in reporter cells; AID 504706; H1299 p53-A138V BP100-luciferase reporter, luminescence, 24 h; Potency, µM (series often up to 92.2 µM), for the others: at the highest dose activity change, positive = activation, most hits filed as activators; 320,000 compounds, 0.063% hits; further: potency means the concentration at half of the fitted maximal effect; % of control where 0% means no effect; nearly all actives have a fitted effect of over 45% in size
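H1299 (p53-null), stable ts p53-A138V + BP100-Luc; 1000 cells/well, Opti-MEM/10% FBS; cpd 4 pt, 1:5; 24 h, 37 deg C, 5% CO2; detection reagent 10 min RT; luminescence.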
* = called active by the depositor; ? = inconclusive; . = no result given; [ ] = remark or other dose. Unless noted, the call rests on the fitted dose curve; in most records, active means well fitted curve in the direction sought with a large enough effect; inconclusive means small, poorly fitted or top-dose-only effect, or another doubt; inactive means no such curve, though single readings can be large; an effect the other way counts as inactive or inconclusive.

#	Structure	p53 reactivation	ELG1 DNA repair	TSG101-PTAP inh	AT treatment	B2AR arrestin
1	COc1cc(C(=O)NCC(c2ccco2)N(C)C)cc(OC)c1OC (stereo not given)	-3%	3%	2%	-8%	-0.5%
2	COc1ccccc1NC(=S)N(Cc1ccco1)Cc1cc2cc(C)c(C)cc2[nH]c1=O	1%	?	0%	3%	0.5%
3	CC(=O)Nc1ccc(OS(=O)(=O)c2c(C)cc(C)cc2C)cc1	-5%	-2%	-3%	4%	0.0%
4	Cc1ccccc1Cn1c(C(=O)OC(C)C)cc2c1ccn2C	-4%	20%	-8%	14%	-1.0%
5	Cc1cc(Cl)ccc1C(=O)C1CCCN(C(=O)c2ccc3ncccc3c2)C1 (stereo not given)	-3%	-16%	-6%	-1%	0.1%
6	CCOc1cc(C(=O)N=c2sccn2C)cc(Br)c1OC	-2%	?	-2%	0%	0.2%
7	C/C=C(\C)CN1CCC(Oc2ccc(C(=O)NCc3ccccn3)cc2)CC1	1%	2%	1%	2%	2.5%
8	O=c1cc([O-])[n+]2c3n1CCCN3CCC2	-6%	-6%	-2%	3%	-1.6%
9	COc1cccc(C2CCCN2Cc2nc(-c3sccc3C)oc2C)c1 (stereo not given)	-2%	-1%	-7%	7%	-1.1%
10	COc1ccc(C(=O)/C(=C\c2sccc2C)c2nc3ccccc3o2)cc1	?	?	.	-12%	0.5%

#	BRCA1 expr up	MLL CXXC-DNA inh	Integrin act MD	TCR activator	TRPV1 agonist
1	-4%	11%	5%	-3%[46.1 µM]	-1
2	-78%	0%	2%	-8%[46.1 µM]	0
3	-21%	-1%	-16%	-5%	7
4	-7%	1%	-29%	-3%	14
5	5%	-5%	0%	10%	4
6	-1%	3%	5%	5%	6
7	-12%	1%	0%	3%	0
8	-11%	16%	11%	4%[46.1 µM]	-2
9	-37%	27%	13%	0%	10
10	.	3%	.	.	4

Later entries.
#	Structure	p53 reactivation	ELG1 DNA repair	TSG101-PTAP inh	AT treatment	B2AR arrestin
11	CC(=O)N1N=C2c3ccccc3CCC2C1c1cccs1 (stereo not given)	-4%	-19%	1%	6%	0.6%
12	COc1ccc(CCNC(=O)c2n[nH]c3ccccc23)cc1	2%	14%	2%	0%	-0.1%
13	COc1ccc(-n2c(=O)c3c4c(sc3n3cnnc23)CC(C)CC4)cc1 (stereo not given)	.	.	-7%	.	.
14	CN(c1ccccc1)S(=O)(=O)c1cccc(NC(=O)COc2cccc([N+](=O)[O-])c2)c1	2%	-28%	2%	7%	-0.1%
15	Cc1ccc(CSCC(=O)NN=C2CCN(C)CC2)cc1	8%	3%	-1%	-8%	0.0%
16	Cc1ccc(N(CC(=O)NCc2ccc(F)cc2)C(=O)c2csnn2)c(C)c1	-4%	16%	-2%	2%	-0.3%
17	Cc1ccc(OCC(=O)N2CCc3ccccc3C2)c([N+](=O)[O-])n1	3%	-1%	0%	12%	0.0%
18	O=C(c1c[nH]c2ccccc12)N1CCN(c2ccccc2)CC1	-3%	4%	-4%	-4%	-0.8%
19	CCOC(=O)c1nn(-c2cccc(OC)c2)c2nc(CC)c(C#N)c(=O)n12	-14%	-5%	-2%	21%	-1.7%
20	COc1ccc(OC)c(CN2CCN(C(=O)CN3C(=O)NC4(CCCC4)C3=O)CC2)c1	-3%	1%	-2%	-1%	-0.2%

#	BRCA1 expr up	MLL CXXC-DNA inh	Integrin act MD	TCR activator	TRPV1 agonist
11	-13%	1%	-7%	2%	23
12	?	1%	22%	-2%	?
13	-3%	.	-10%	-33%	.
14	-24%	.	11%	2%	0
15	-17%	6%	22%	6%[46.1 µM]	4
16	4%	-3%	-2%	-4%	-1
17	5%	-2%	52%	-74%	0
18	?	1%	?	-2%	24
19	-15%	2%	11%	-1%[46.1 µM]	1
20	25%	.	-9%	-1%	3

New compounds follow:
#	Structure	p53 reactivation	ELG1 DNA repair	TSG101-PTAP inh	AT treatment	B2AR arrestin
21	CCCCN(C(=O)c1ccc(N2CCCC2=O)cc1)c1c(N)n(CC(C)C)c(=O)[nH]c1=O	2%	?	-2%	0%	-0.1%
22	C=CCn1c(SCC(=O)Nc2ncc(Cc3ccc(Br)cc3)s2)nnc1-c1ccncc1	1%	-8%	-2%	3%	0.1%
23	CCOC(=O)C1CCCN(S(=O)(=O)c2ccc(C)cc2)C1 (stereo not given)	12%	-13%	-1%	6%	-1.6%
24	COc1ccc(N=Cc2nc(-c3ccccc3)oc2OC(=O)c2ccccc2)cc1	?	?	1%	4%	-0.2%
25	COc1ccc(CCNC(=O)CCC(=O)c2cccs2)cc1OC	-4%	5%	-5%	1%	-0.2%
26	CCOc1ccc(NC(=O)CCC(=O)N/N=C2\CCCc3ccccc32)cc1	0%	1%	3%	0%	0.4%
27	Cc1ccccc1C(=O)NCC(=O)NNC(=S)NC(=O)c1ccccc1	-1%	-16%	-5%	-4%	-0.3%
28	O=C(c1ccccc1)N1CCC(c2nc3c(nnn3Cc3ccccc3Cl)c(=O)[nH]2)CC1	-3%	?	-6%	0%	0.4%
29	CCOC(=O)c1cnc2c(C)cccc2c1NCCc1ccc(OC)c(OC)c1	-5%	23µM*	2%	4%	-0.3%
30	CCN(C(=O)COC(=O)CCC(=O)c1ccc(C)cc1)c1c(N)n(Cc2ccccc2)c(=O)[nH]c1=O	.	.	-2%	.	.

#	BRCA1 expr up	MLL CXXC-DNA inh	Integrin act MD	TCR activator	TRPV1 agonist
21	-5%	.	20%	-2%	-2
22	-7%	33%[activator]	5%	.	-2
23	-6%	8%	29%	7%[46.1 µM]	20
24	6.3µM*	14%	25%	-7%[46.1 µM]	?
25	-4%	.	21%	5%	1
26	-14%	26%	20%	8%	2
27	2%	-22%	-4%	0%[46.1 µM]	1
28	-6%	-6%	-23%	-2%	3
29	-2%	3%	2%	-2%	4
30	-9%	.	19%	-16%	.

The list goes on.
#	Structure	p53 reactivation	ELG1 DNA repair	TSG101-PTAP inh	AT treatment	B2AR arrestin
31	CC(C)c1ccc(NC2CCCN(C(=O)c3n[nH]c4c3CCC4)C2)cc1 (stereo not given)	4%	?	0%	1%	0.2%
32	O=C(NC1CCCCC1)C(c1ccc2ncccc2c1)N(Cc1ccco1)C(=O)c1ccc2c(c1)OCCO2 (stereo not given)	-3%	?	-7%	-5%	-0.5%
33	COc1ccc(CNC(=O)COC(=O)c2sccc2C)cc1OC	10%	11%	-4%	0%	4.1%
34	CCCCCC(=O)Nc1ccc2oc(-c3cncc(Br)c3)nc2c1	9%	?	.	-13%	-0.1%
35	CCn1c(CC(=O)Nc2ccccc2)nnc1SCC(=O)N1CCOCC1	14%	1%	1%	-4%	-0.2%
36	N#CC1C=Cc2ccccc2N1C(=O)c1ccccc1 (stereo not given)	-2%	4%	-8%	9%	0.2%
37	OC(COc1ccc(F)cc1Cl)CN1CCC(Cc2ccccc2)CC1 (stereo not given)	0%	?	-1%	3.5µM*	-1.1%
38	CNC(=O)COC(=O)c1cc(-c2ccco2)nc2ccccc12	4%	5%	2%	2%	0.3%
39	COc1ccc(CNC(=O)c2cc(-c3ccco3)on2)cc1	5%	4%	-3%	5%	0.1%

#	BRCA1 expr up	MLL CXXC-DNA inh	Integrin act MD	TCR activator	TRPV1 agonist
31	-4%	3%	-48%[inhibitor]	7%	0
32	-24%	-10%	-6%	-5%	?
33	6%	.	-27%	-3%	.
34	53%	-1%	10%	.	0
35	-3%	0%	-3%	4%	0
36	17%	5%	-12%	-5%	-1
37	-67%	-10%	0%	3%	-6
38	10%	35%	?	2%	4
39	14%	6%	-4%	-5%	22

Three compounds already listed, arranged by number of heavy atoms, smallest number first:
#	Structure	p53 reactivation	ELG1 DNA repair	TSG101-PTAP inh	AT treatment	B2AR arrestin
38	CNC(=O)COC(=O)c1cc(-c2ccco2)nc2ccccc12	4%	5%	2%	2%	0.3%
34	CCCCCC(=O)Nc1ccc2oc(-c3cncc(Br)c3)nc2c1	9%	?	.	-13%	-0.1%
31	CC(C)c1ccc(NC2CCCN(C(=O)c3n[nH]c4c3CCC4)C2)cc1 (stereo not given)	4%	?	0%	1%	0.2%

#	BRCA1 expr up	MLL CXXC-DNA inh	Integrin act MD	TCR activator	TRPV1 agonist
38	10%	35%	?	2%	4
34	53%	-1%	10%	.	0
31	-4%	3%	-48%[inhibitor]	7%	0
